From PubChem
Yeast life ext – compounds extending yeast replicative lifespan, primary screen, S. cerevisiae, OD615. 130,000 tested, 0.68% active. AID 775, 2007. inhibition of the nicotinamide effect, % at 10 µM. S. cerevisiae growth with nicotinamide; deaD strain in restrictive glucose medium;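 active means inhibition above a set limit, placed 3 SD over the median of all compounds, cut at about 26% in these data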;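 further: 0% = nicotinamide-treated wells and 100% = cells grown without nicotinamide; some compounds called inactive have numbers as strong as hits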
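Measured by: optical density (absorbance) at 615 nm; System: modified budding yeast, DeaD strain; Medium: restrictive CSMM-D dextrose medium; Timing: 4 h preincubation then 48 h treatment at 30 °C.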
HCT116 bCat-KO – primary screen for growth suppressors in beta-catenin knockout HCT116 cells (colon tumor, human) | viability, % at 10 µM | 140,000 tested, 1.5% active | HCT116 beta-catenin knockout viability, CellTiter-Glo, 60 h; active compounds read low;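 active means viability at or under a set limit, the compound median less 4 SD, cut at about 6% in these data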;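 further: 0% = Hyamine 1622 control at 20 µM and 100% = untreated cell control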
GALR2 blocker – GALR2 antagonists in receptor-expressing cells, primary screen; AID 828, 2007; 140,000 tested, 0.39% active; inhibition, % at 4 µM; antagonist mode; Galanin receptor type 2 (Homo sapiens), O43603; in the data active means inhibition above about 27%;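 further: cells stimulated with galanin 1-16 at roughly its EC80; 0% = agonist challenge control and 100% = basal control without agonist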
Target sequence (O43603 whole entry, looked up): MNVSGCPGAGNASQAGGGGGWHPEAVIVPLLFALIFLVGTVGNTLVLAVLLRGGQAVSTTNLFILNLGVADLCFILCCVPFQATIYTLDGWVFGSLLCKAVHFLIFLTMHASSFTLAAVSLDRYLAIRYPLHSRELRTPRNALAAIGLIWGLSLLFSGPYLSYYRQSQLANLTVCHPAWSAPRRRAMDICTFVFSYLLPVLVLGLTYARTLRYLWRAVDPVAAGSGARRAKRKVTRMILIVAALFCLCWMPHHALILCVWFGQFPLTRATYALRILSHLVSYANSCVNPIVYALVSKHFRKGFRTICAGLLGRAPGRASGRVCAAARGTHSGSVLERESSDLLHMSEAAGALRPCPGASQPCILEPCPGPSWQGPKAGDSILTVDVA
BB579 growth dn – growth inhibitors of yeast BB579 in restrictive medium, primary screen, yeast lifespan-shortening project, S. cerevisiae. AID 804, 2007. OD615, 48 h. 140,000 tested, 0.51% active. inhibition, % at 10 µM;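 active means inhibition above a set limit, 3 SD over the mean compound inhibition, cut at about 44% in these data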; further: inactives centre near -24
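System: Saccharomyces cerevisiae DeaD strain BB579, replicative lifespan model yeast | Buffer or medium: Restrictive glucose-based CSMM-D medium | Times: 4 h preincubation and 48 h exposure at 30 °C | Detection: OD615 turbidity measurement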
MRP1 act – H69AR viability gain despite doxorubicin, primary screen, MRP-1 activator project, H69AR cells, CellTiter-Glo; viability rescue; viability increase, % at 10 µM; 140,000 tested, 0.61% active; AID 799, 2007;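 active means viability gain under doxorubicin at or above a set limit, the compound median plus 3 SD, cut at about 4.7% in these data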;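 further: MRP-1 overexpressing cells given doxorubicin 25 µM after compound pretreatment; 18-22 h compound pretreatment then 72 h with doxorubicin before readout; 0% = doxorubicin-only wells and 100% = vehicle-treated cells without doxorubicin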
E-sel TNF inh – E-selectin induction blockers in HUVEC – imaging, immunofluorescence, high content, primary screen | HUVEC TNFa-induced E-selectin immunofluorescence | inhibition, % at 2 µM | 120,000 tested, 0.71% active;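 active means inhibition above the batch mean plus 3 SD, and confirmed as a hit on visual image review, cut at about 43% in these data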;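 further: 0% = TNF-stimulated DMSO wells and 100% = unstimulated control wells; not every result past the cut was called active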
PTEN del growth – growth suppression of PTEN-null HCT116, primary screen, cell-based, CellTiter-Glo | HCT116 PTEN-null viability, 60 h; active compounds read low | viability, % at 10 µM | 140,000 tested, 1.2% active;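 active means viability at or below a set limit, 4 SD under the median of all tested compounds, cut at about 3.7% in these data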;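 further: PTEN knockout HCT116 line with beta catenin targeted HCT116 as companion control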
Phagocyt inh – inhibitors of macrophage phagocytosis, primary screen, imaging, J774A.1 cells, IgG beads; J774A.1 macrophage IgG-bead phagocytosis; 110,000 tested, 0.07% active; AID 1029, 2008; inhibition, % at 5 µM;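 active means inhibition above the mean of the plate negative controls plus 5 SD, cut at about 13% in these data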;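 further: phagocytic index as fraction of beads internalized from green versus red external bead signal; plate controls were DMSO negative control for no effect and cytochalasin-D positive control for full effect; some results beyond the cut were filed as inactive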
Measles CPE – compounds protecting cells from measles virus cytopathic effect, primary screen, measles RdRp inhibitor project, single point, MLSMR library, absorbance. 140,000 tested, 1.5% active. protection (pct of control), % at 4 µM. Measles virus-infected cells, CPE protection; in the data active means protection mostly above about 24%, no sharp cut-off; inactive means mostly below about 26%; further: some compounds called inactive have numbers as strong as hits
NPY-Y2 antag – NPY-Y2 receptor antagonists, primary screen, cell-based; Neuropeptide Y receptor type 2 (Homo sapiens), P49146; NPY-Y2 expressing cells, antagonist mode; inhibition, % at 2.7 µM; 140,000 tested, 0.99% active; AID 793, 2007; in the data active means inhibition above about 17%;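 further: 0% = vehicle with agonist challenge and 100% = reference antagonist with challenge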
Target sequence (P49146 whole entry, looked up): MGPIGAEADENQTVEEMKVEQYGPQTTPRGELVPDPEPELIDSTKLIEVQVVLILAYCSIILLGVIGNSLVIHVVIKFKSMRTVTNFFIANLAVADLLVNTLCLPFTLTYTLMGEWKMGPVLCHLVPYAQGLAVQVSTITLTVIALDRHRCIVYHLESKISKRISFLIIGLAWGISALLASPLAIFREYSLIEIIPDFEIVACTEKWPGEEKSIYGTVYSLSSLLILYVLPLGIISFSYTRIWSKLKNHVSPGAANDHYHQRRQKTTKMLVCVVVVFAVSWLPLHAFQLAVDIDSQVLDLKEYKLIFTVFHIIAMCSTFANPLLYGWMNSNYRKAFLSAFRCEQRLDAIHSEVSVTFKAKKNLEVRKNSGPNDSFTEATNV
Starred values were filed as active, the others as inactive; . = not tested or not shown.

no.	SMILES	Yeast life ext	HCT116 bCat-KO	GALR2 blocker	BB579 growth dn	MRP1 act	E-sel TNF inh	PTEN del growth	Phagocyt inh	Measles CPE	NPY-Y2 antag
1	CC(=O)C1=C(O)C(=O)N(c2cccc(C(=O)O)c2)C1c1ccccc1F (centres undefined)	-5	91	0	-16	2.3	-13	100	-11	19	-2
2	COc1ccccc1N1CCN(C(=O)/C=C/c2ccco2)CC1	-1	92	8	-18	-1.5	-7	99	-4	9	2
3	COC(=O)C(O)(CC(=O)Nc1ccccc1OC)C(F)(F)F (centres undefined)	.	84	1	-20	-0.8	16	94	.	4	-4
4	CN(C)CCN(C(=O)c1cccc(Cl)c1)c1nc2c(Cl)cccc2s1	0	93	9	4	-0.5	.	92	-10	2	5
5	COc1cccc(OCCOCCOc2ccc(C)cc2[N+](=O)[O-])c1	-6	100	-1	-18	-1.2	.	87	1	15	8
6	Cc1ccc(C(=O)N/C(=C\c2cccs2)C(=O)NCCc2c[nH]c3ccccc23)cc1C	-6	65	-4	-1	-1.4	16	72	.	7	11
7	O=C(Nc1cccc(F)c1)c1ccc(S(=O)(=O)N2CCOCC2)cc1	-14	83	-7	-6	0.6	4	81	-1	5	1
8	COc1ccccc1NC(=S)N1CCC(NC(=O)NC23CC4CC(CC(C4)C2)C3)CC1	-27	74	-1	-28	-1.5	-67	88	-4	23	5
9	C/C(CCC12CC3CC(CC(C3)C1)C2)=N\NC(N)=S	2	31	-7	9	-3.0	-2	52	0	6	2
10	CC(C)(C)c1cc(C(=O)NCc2cccnc2)ccn1	-2	88	-6	-7	-2.0	.	90	.	19	8
11	CCOC(=O)c1cccc(C(=O)Oc2ccccc2)n1	-8	92	-10	-12	-0.7	10	114	.	10	2
12	CCCCCCSc1cc(C)nc2ncnn12	-7	84	.	1	-0.7	.	73	0	2	.
13	CC(=O)c1cc2c(cc1N/C(=N/S(=O)(=O)c1ccccc1)c1ccc(Cl)cc1)OCO2	6	83	10	-39	-1.9	.	78	-1	17	2
14	O=C(COC(=O)c1cnccn1)c1ccc(Br)cc1	-3	101	-2	-75	-1.3	2	96	-1	5	0
15	CS(=O)(=O)N(Cc1ccc(C(=O)Nc2ccccc2Sc2ccccc2)cc1)c1ccccc1	1	84	14	-43	-1.4	-42	95	1	4	5
16	Cc1nnc(NCCO)c2ccccc12	9	98	-3	-21	0.1	-25	102	0	21	-1
17	O=S(=O)(c1cccc(-c2csc(-c3cccnc3)n2)c1)N1CCCCC1	-3	84	-6	-25	-1.9	.	74	2	12	1
18	COc1ccc(OC)c(C2C(C(C)=O)=C(O)C(=O)N2c2ccc(F)cc2)c1 (centres undefined)	-6	101	-3	-35	-1.3	-16	97	.	8	3
19	CCOc1ccc2cc(S(=O)(=O)N3CCOCC3)ccc2c1	-8	103	-2	-16	-3.5	-8	112	0	7	1
20	CCn1nnc(-c2ccccc2NC(=O)c2cc(OC)c(OC)c(OC)c2)n1	-2	85	-13	-25	-1.4	.	78	-1	2	-1
21	CCOC(=O)C1C2C=CC3(CN(Cc4ccco4)C(=O)C13)O2 (centres undefined)	-9	92	-6	-28	-1.5	-4	96	.	5	0
22	CC(=O)c1c(C)[nH]c(C(=O)Nc2c(C)n(C)n(-c3ccccc3)c2=O)c1C	.	79	2	-13	-1.7	15	97	0	12	-1
23	O=C1Nc2ccccc2/C1=C\c1cccn1-c1ccc(OC(F)(F)F)cc1	-5	87	-9	-29	-4.2	-5	78	-1	23	-3
24	Cc1ccc(C(=O)NCCCN2CCOCC2)o1	.	92	1	8	0.0	-56	97	.	20	1
25	Cc1nccn1S(=O)(=O)c1cc([N+](=O)[O-])ccc1Cl	14	92	1	-40	-0.5	.	95	0	3	1
26	C[C@@H]1C(=O)O[C@@H]2CC34[C@H]5C[C@@H](C(C)(C)C)C36[C@H](OC(=O)[C@@H]6O)OC4(C(=O)O5)[C@@]12O (some centres undefined)	0	100	4	-18	0.1	-20	96	.	16	2
27	CC(O)(C#CCN1CCCC1)c1ccccc1 (centres undefined)	-3	89	0	-16	-1.4	.	98	-1	17	0
28	CCN(CC)S(=O)(=O)c1ccc(C(=O)NCCCN=C2NS(=O)(=O)c3ccccc32)cc1	.	92	-8	-36	-2.2	5	92	.	15	6
29	COc1ccc2c(c1)-c1c(ssc1=S)C(C)(C)N2C(=O)CSC1=NCCS1	-1	62	3	-68	-2.0	-5	54	-1	2	-8
30	Cc1cc2cc(CNC(=S)Nc3ccc(OC(F)F)cc3)ccc2[nH]1	0	70	8	-13	-3.3	-7	71	.	5	-4
31	COC(=O)NC1CSCC1OC(=O)c1ccc(Br)cc1 (centres undefined)	-3	83	4	-36	-2.3	-4	86	.	7	4
32	COc1ccc(NC(=O)O/N=C2/CCCc3ccc(OC)cc32)cc1	-3	92	2	-10	-6.2	-47	92	0	6	5
33	COC(=O)C1=C(C(=O)c2ccccc2)C(c2cccs2)n2nnnc2N1 (centres undefined)	-3	96	-5	-5	0.1	-11	97	-1	11	2
34	O=C(Nc1ccc2c(c1)OCCO2)c1ccc(Cl)c(S(=O)(=O)N2CCOCC2)c1	-31	73	7	-11	-3.1	-34	78	3	9	-4
35	Cc1cccc(C)c1NCc1nnc(SCC(=O)Nc2nc(-c3ccccc3)cs2)n1-c1ccccc1	0	54	8	-30	-2.3	.	57	2	8	2
36	COc1ccc(N2CCN(/C(=N\S(=O)(=O)c3ccc(C)cc3)Nc3nc(C)cc(C)n3)CC2)cc1	-4	102	6	-14	-2.5	9	95	-1	2	4
37	COc1ccc(CN2CC(C(=O)NCCCN3CCCCCC3)CC2=O)cc1 (centres undefined)	-11	101	0	-23	-0.2	10	105	1	5	3
38	CCn1c(N)c(C(N)=O)sc1=S	-7	97	4	-60	-0.7	-32	107	.	3	-3
39	S=C(NCc1ccc(Cl)cc1)Nc1ccccc1	2	86	-5	-23	-3.6	-21	90	-2	4	2
40	CCCSc1nc(O)c(C(c2ccc(OC)c(O)c2)c2c(O)nc(SCCC)n(C)c2=O)c(=O)n1C	10	92	-10	14	-2.0	.	92	-1	12	4
41	CCOC(=O)Cn1c(=O)cnc2ccccc21	-8	98	-19	-38	0.2	16	106	0	5	2
42	Cn1c(SCC(=O)CC(=O)Nc2ccccc2)nnc1-c1ccc(O)cc1	.	99	8	-33	-0.3	-9	98	.	2	4
43	O=C(Nc1ccc(Cl)cc1)N1CCCN(Cc2ccccc2F)C1	-12	61	0	-6	-0.7	-19	60	-1	6	-3
44	O=C1c2ccccc2C(=O)N1CCCc1nc(-c2ccc(Cl)cc2)no1	-5	86	0	-36	-2.4	.	91	0	19	2
45	CC(C)C(NC(=O)c1ccccc1)C(=O)OCc1cc([N+](=O)[O-])cc2c1OCOC2 (centres undefined)	-7	73	10	-14	-0.8	-24	69	11	10	2
46	Cc1ccc2nc(C)c(C)nc2c1N	-4	90	-1	-31	1.0	.	97	-2	11	3
47	COc1ccccc1N1CCN(C(=O)c2cc(-c3cccs3)on2)CC1	-8	93	1	-41	-2.3	-62	100	.	26	5
48	Cc1cc(C(=O)NCc2cccs2)ccc1[N+](=O)[O-]	-5	94	0	-27	-1.4	-28	92	-7	1	2
49	CSc1oc(-c2ccc(F)cc2)nc1S(=O)(=O)c1ccccc1	.	87	9	-5	1.0	9	93	.	9	5
50	O=C(CSC1=NCCS1)N1CCN(c2ccccc2)CC1	.	76	-2	3	-5.9	-9	81	.	4	1
51	COC(=O)c1ccc(NC(=S)NC(=O)c2cc(-c3ccccc3)nc3ccccc23)cc1	4	85	-10	-8	-3.1	18	79	1	6	23*
52	O=C(NCc1cccnc1)C(=O)NCC(c1ccco1)N1CCN(c2ccccc2F)CC1 (centres undefined)	6	94	6	-38	-1.2	.	91	-5	26	3
53	O=Cc1cc2ccccc2nc1SCc1ccc(Cl)c(Cl)c1	17	13	-19	-70	-5.3	6	15	-3	4	1
54	COc1cc(/C=C(/C#N)C(=O)Nc2ccc(C)cc2)ccc1Oc1nc(Cl)ncc1F	9	68	9	-13	-3.7	.	66	-3	13	3
55	O=C(/C=C\NCC(=O)c1ccccc1)c1ccccc1	4	93	8	-10	0.2	-13	96	.	9	1
56	CCOC(=O)C1=C(CSc2nc(-c3ccccc3)ccc2C#N)OC(N)=C(C#N)C1c1ccc(OC)cc1 (centres undefined)	-12	91	7	-37	-2.2	.	102	.	4	0
57	CCN(CCCNC(=O)C1CCN(S(=O)(=O)c2cccc3nonc23)CC1)Cc1ccccc1	-8	102	10	-30	-1.7	-15	99	-1	4	1
58	OC(CCN1CCCCC1)(c1ccccc1)C1CCCCC1 (centres undefined)	6	85	5	-24	-1.7	.	87	.	57	20*
